Assay outcomes: PubChem BioAssay, The Scripps Research Institute Molecular Screening Center
CHRM1 agonist – activates human CHRM1 receptor | activation, % at 3 µM | AID 588814 | P11229 | CHO-K1 hM1, Fluo-8 calcium fluorescence, agonist mode; 0% DMSO, 100% acetylcholine EC100 | 0.33% of 360,000 active;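 active = activation above the run's mean compound activation plus 3 SD, cut at about 16% in these data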;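 note: peak over basal fluorescence ratio within a 140 s kinetic read after compound addition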
Target sequence (P11229 whole entry, looked up): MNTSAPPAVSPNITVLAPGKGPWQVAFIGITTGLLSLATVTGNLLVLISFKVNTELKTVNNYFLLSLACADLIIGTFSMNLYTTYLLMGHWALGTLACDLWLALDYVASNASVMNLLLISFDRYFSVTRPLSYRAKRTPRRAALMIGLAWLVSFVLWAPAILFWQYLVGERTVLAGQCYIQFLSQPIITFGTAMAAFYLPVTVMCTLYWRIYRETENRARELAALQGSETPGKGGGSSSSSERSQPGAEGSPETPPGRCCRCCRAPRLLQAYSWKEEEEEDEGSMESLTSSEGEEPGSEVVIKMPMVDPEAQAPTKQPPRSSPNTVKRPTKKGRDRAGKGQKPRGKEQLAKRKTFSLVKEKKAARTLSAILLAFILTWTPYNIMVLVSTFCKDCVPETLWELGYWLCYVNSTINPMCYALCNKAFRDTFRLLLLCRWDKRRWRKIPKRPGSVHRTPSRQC
M4 antag – antagonists of human muscarinic M4 receptor (CHRM4); P08173; CHO-hM4 cells, ACh EC80, Fluo-8 calcium fluorescence; inhibition, % at 3 µM; 0.73% of 360,000 active; AID 624125;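 active = inhibition above its plate's cutoff, the mean inhibition of sample wells plus 3 SD, cut at about 27% in these data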;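 note: 0% = acetylcholine EC80 with DMSO and 100% = DMSO without agonist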
CHRM1 antagonist – blocks human M1 muscarinic receptor. P11229. CHO-K1 hM1, Fluo-8 calcium fluorescence, ACh EC80 antagonist. inhibition, % at 3 µM. 1.3% of 360,000 active. AID 588852;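 active = percent inhibition above its own plate's cutoff, namely the mean of that plate's compound wells plus 3 SD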;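 note: peak over basal fluorescence ratio during 140 s after agonist addition; 0% = ACh EC80 plus DMSO and 100% = DMSO alone without agonist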
M5 PAM – positive allosteric modulators of human muscarinic M5 receptor; P08912; CHO-K1 hM5, Fluo-8 calcium, ACh EC20 PAM; 0% = ACh EC20, 100% = ACh EC100; activation, % at 3 µM; 0.3% of 360,000 active; AID 624038;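 active = activation above the run cutoff, the mean activation of all test compounds plus 3 SD, cut at about 18% in these data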
Target sequence (P08912 whole entry, looked up): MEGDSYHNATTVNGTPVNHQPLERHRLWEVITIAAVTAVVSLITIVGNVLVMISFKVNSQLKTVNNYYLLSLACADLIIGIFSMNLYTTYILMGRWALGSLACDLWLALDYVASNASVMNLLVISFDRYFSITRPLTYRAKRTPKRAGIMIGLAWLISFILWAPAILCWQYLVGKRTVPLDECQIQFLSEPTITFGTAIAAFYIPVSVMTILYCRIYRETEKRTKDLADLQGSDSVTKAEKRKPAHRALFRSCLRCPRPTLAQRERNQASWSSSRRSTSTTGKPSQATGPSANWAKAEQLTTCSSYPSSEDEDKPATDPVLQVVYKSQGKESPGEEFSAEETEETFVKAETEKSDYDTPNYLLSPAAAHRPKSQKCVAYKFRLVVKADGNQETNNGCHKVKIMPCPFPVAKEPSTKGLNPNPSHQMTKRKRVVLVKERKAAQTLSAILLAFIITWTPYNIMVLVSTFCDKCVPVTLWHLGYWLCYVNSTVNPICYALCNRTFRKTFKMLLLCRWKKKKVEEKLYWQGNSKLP
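Replicates: One well per compound, no replicates | System: Human M5 receptor in CHO-K1 cells | Benchmarks: Low control EC20 acetylcholine (0%), high control EC100 acetylcholine (100%) | Probe or stimulus: Acetylcholine, EC20 level | Times: Fluo-8 loading 80 min at 37 °C plus 30 min room temperature | Signal: Intracellular calcium via Fluo-8 fluorescence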
M5 antag – blocks acetylcholine activation of human M5 receptor; P08912; CHO-hM5 cells, Fluo-8 calcium fluorescence, ACh EC80; inhibition, % at 3 µM; 0.59% of 360,000 active; AID 624040;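 active = inhibition above a per-plate cutoff, the mean of that plate's test compounds plus 3 SD, cut at about 27% in these data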;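 note: 0% = acetylcholine EC80 with DMSO and 100% = DMSO without agonist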
TAAR1 ag – agonists of human TAAR1; CHO RD-HGA16 TAAR1, Fluo-8 calcium fluorescence; vehicle wells 0%, saturating PEA agonist 100%; activation, % at 3 µM; 0.99% of 360,000 active; AID 624467;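 active = activation above the mean activation of all test compounds in the run plus 3 SD, cut at about 38% in these data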
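Test system: RD-HGA16 (CHO) cells co-expressing Gα16 and hTAAR1; dosing: one-point dosing at 3 µM (nominal); timing: 17-24 h seeding, 75 min 37 °C dye, 30 min RT; signal: kinetic Fluo-8 calcium fluorescence; read-out basis: % activation relative to PEA EC100 response; controls: DMSO and PEA EC100; replicates: n 1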
M1 PAM – potentiates human M1 receptor response to acetylcholine; 0.088% of 360,000 active; CHO-K1 hM1, Fluo-8 calcium fluorescence, ACh EC20; 0% = ACh EC20, 100% = maximal ACh; activation, % at 3 µM; P11229; in the data active = activation above about 19%, passing the limit was not always enough
CHRM5 agonist – CHRM5 agonism in calcium assay; P08912; 0.19% of 360,000 active; activation, % at 3 µM; AID 624037; CHO-K1 hM5 cells, Fluo-8 calcium fluorescence; 0% DMSO wells, 100% maximal acetylcholine response;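 active = activation above the run's mean over test compounds plus 3 SD, cut at about 23% in these data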;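 note: signal is peak over basal fluorescence ratio across the kinetic read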
CHRM4 agonist – CHRM4 agonism in calcium assay; activation, % at 3 µM; CHO-K1 hM4/Gqi5, Fluo-8 calcium fluorescence; vehicle 0%, full acetylcholine response 100%; 0.14% of 360,000 active; AID 624127; P08173;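 active = activation above the run mean over all test wells plus 3 SD, cut at about 32% in these data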;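 note: peak over basal fluorescence ratio per well then scaled between controls; 0% = DMSO wells and 100% = acetylcholine at EC100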
Starred values were filed as active, the others as inactive.

Values run as follows: CHRM1 agonist	M4 antag	CHRM1 antagonist	M5 PAM	M5 antag	TAAR1 ag	M1 PAM	CHRM5 agonist	CHRM4 agonist
CCn1c(N2CCN(CC(=O)c3c(C)n(C)c4ccc(OC)cc34)CC2)nc2c1c(=O)[nH]c(=O)n2C
  -6	5	-6	4	-4	2	6	2	0
Cc1nn(CC(=O)Nc2ccc(S(N)(=O)=O)cc2)c(=O)c2ccccc12
  -3	-5	7	0	-3	5	0	-4	1
OC[C@@H]1CN(Cc2ccc3c(c2)OCO3)C[C@H](n2cnc3c(NC4CCCC4)ncnc32)O1
  -3	-11	-11	-6	7	4	7	1	5
CC(=O)c1sc(=S)n(-c2ccc(Cl)cc2)c1C
  -11	-5	-13	-4	-2	-2	8	-6	0
OC1(C2(O)CC(c3ccccc3)ON2)CCCCC1 (centres undefined)
  -5	-11	-5	8	-5	2	6	-3	2
c1cc(N2CCCCC2)nc(N2CCCCC2)n1
  -5	14	7	-6	16	4	-4	-8	2
Cc1ccc([C@H]2C[C@@H](O)[C@H](n3cc(C4CC4)nn3)CN2C(=O)C2CCCCC2)cc1
  -3	-8	-3	1	1	1	2	-1	3
ClCCn1cnc2c(SCc3ccccc3)ncnc21
  -3	7	-11	4	1	2	0	-2	2
c1cncc(-c2nn[nH]n2)c1
  -3	6	0	2	0	1	7	0	1
Cc1cccc(OC(=O)c2cn(C)nc2C(F)(F)F)c1C
  -2	-2	-33	-3	0	24	-3	-4	-1
COc1ccc(/C=N/NC(=S)Nc2ccccc2)cc1
  -6	2	-4	-2	-1	8	4	-4	1
Cn1c(SCC(=O)Nc2cccnc2Cl)nnc1-c1ccco1
  -4	-12	-13	6	14	0	6	2	1
CC(C)C(NC(=O)CN1C(=O)c2ccccc2S1(=O)=O)C(C)C
  0	3	-12	-5	-3	2	6	3	1
Cc1ccc(S(=O)(=O)N2[C@@H](c3ccccc3)C(C(=O)O)=CC[C@H]2c2ccc(C(C)C)cc2)cc1
  -11	2	10	-6	13	3	-2	-2	2
O=C(CS(=O)(=O)c1c[nH]c2ccccc12)NC1CCCCC1
  0	-13	-16	-1	7	0	14	2	1

Next part
Values run as follows: CHRM1 agonist	M4 antag	CHRM1 antagonist	M5 PAM	M5 antag	TAAR1 ag	M1 PAM	CHRM5 agonist	CHRM4 agonist
CC(C)c1ccc(NC(=O)COc2ccc(F)cc2C(=O)c2cnn(-c3ccccc3)c2)cc1
  -5	-9	-6	11	-7	0	8	-2	2
CCCCC(=Nc1ccccc1OC)C1=C(O)CC(c2ccccc2)CC1=O (centres undefined)
  -5	-2	-5	-4	11	2	5	-1	0
O=C(C1CCCN(S(=O)(=O)c2cccc3cccnc23)C1)N1CCN(c2ccccc2F)CC1 (centres undefined)
  -2	1	13	-19	13	9	-15	4	17
O=[N+]([O-])c1cnc(Sc2ccncn2)s1
  0	32*	18	-7	19	3	-6	1	17
COc1ccc(NC(=O)CN(C)CC(=O)Nc2cccc(F)c2)cc1Cl
  -2	-9	-3	2	4	8	6	4	10
COC(=O)C1=C(C)Nc2c(c(=O)n(C)c(=O)n2C)C1c1cccnc1 (centres undefined)
  -2	-2	-6	1	0	4	11	1	1
O=C(Nc1ccc2[nH]ccc2c1)c1cccs1
  -6	6	0	1	11	19	5	1	1
Cn1c(SCC(=O)NCc2ccco2)nnc1-c1ccccc1
  -3	-13	-15	2	-9	4	10	-4	0
CCC1CCCCN1C(=O)COC(=O)c1cncc(Br)c1 (centres undefined)
  -2	6	-2	-2	2	3	5	3	0
COc1ccc(CCNC(=O)c2cccs2)cc1
  0	-1	-12	0	10	4	10	-4	2
Cc1[nH]c(C)c(S(=O)(=O)N2CCN(c3cccc(C(F)(F)F)c3)CC2)c1C(=O)N1CCCCC1
  -3	-1	5	-4	12	0	-2	-4	3
CCn1cc(Br)c(C(=O)Nc2ccc(Cl)c(Cl)c2)n1
  -5	1	-5	-6	1	0	1	-2	0
OCCNCCOCCOc1ccccc1-c1ccccc1
  -11	1	-3	2	-1	4	0	-4	1
Cc1ccc2c(c1)sc1nc(=O)n(-c3ccc(Cl)c(Cl)c3)c(=O)n12
  -3	4	-5	-2	0	10	6	1	2
COc1ccc(N2CCN(C(=O)CCNC(=O)c3ccc(Br)cc3)CC2)cc1
  4	-12	-8	5	0	1	13	-1	1

New compounds follow:
Values run as follows: CHRM1 agonist	M4 antag	CHRM1 antagonist	M5 PAM	M5 antag	TAAR1 ag	M1 PAM	CHRM5 agonist	CHRM4 agonist
O=C1c2cccc3cccc(c23)C(=O)N1c1cccnc1
  -4	-4	-13	-1	8	5	6	3	2
O=C(COc1ccc2ccc(=O)oc2c1)NCCCn1ccnc1
  -4	3	-7	3	5	1	7	-4	1
C/C(=N\NC(=O)c1nnn(-c2nonc2N)c1C(C)C)c1ccc2ccccc2c1
  3	1	-8	-5	11	7	16	-3	1
COc1ccc2c(c1)O/C(=C\c1ccco1)C2=O
  -4	-9	-16	-1	3	-1	8	-1	0
COc1cc2c3c(c1)C(C)=CC(C)(C)N3C(=O)C2=O
  -5	3	0	-5	8	-2	3	36*	0
CCOc1c(Br)cc(C2CC(=O)Nc3cc(OC)c(OC)cc32)cc1OC (centres undefined)
  2	4	-18	11	-4	4	13	0	0
Cn1ncc(Br)c1C(=O)N1CCc2ccccc21
  -2	4	0	5	-6	-1	2	-2	0
O=C1[C@@H]2C(Cc3ccc(O)cc3)NC3(C(=O)Nc4ccc(F)cc43)[C@@H]2C(=O)N1c1ccccc1 (some centres undefined)
  -1	-4	-4	-5	3	3	3	1	1
O=C(/C=C/c1c(F)cccc1Cl)c1ccc(O)cc1
  -2	39*	-13	-7	11	1	4	-5	-1
O=C(CSc1nnc(COc2ccc(Cl)cc2)n1Cc1ccco1)N1CCNC1=O
  -2	-4	-5	-2	2	2	4	-2	4
Cc1ccc(OCc2nnn(CC(=O)NS(=O)(=O)c3c(C)noc3C)c2-c2ccccc2)cc1
  -4	1	-4	-3	6	1	4	-1	0
Cc1ccc2nc(N(CCCN(C)C)C(=O)COc3ccc(Cl)cc3)sc2c1
  2	16	-7	8	-2	45*	7	1	38*
O=C(CNC(=O)c1cccc(Cl)c1)Nc1ccc(F)c(F)c1F
  -7	10	7	-2	14	-1	-4	-2	0
COc1ccc(CCN2CC3=C(C2=O)C(c2ccccc2)NC(=O)N3C)cc1OC (centres undefined)
  1	11	5	8	-3	8	9	5	0
COc1ccc(NC(=S)Nc2ccc3nc(C)c(C)nc3c2)cc1
  -6	17	13	5	3	0	-2	-2	1

(cont.)
Values run as follows: CHRM1 agonist	M4 antag	CHRM1 antagonist	M5 PAM	M5 antag	TAAR1 ag	M1 PAM	CHRM5 agonist	CHRM4 agonist
COc1ccc(S(=O)(=O)NCCSc2ccccc2)cc1OC
  -2	-15	-3	-8	-11	12	2	-4	6
Cc1ccc(S(=O)(=O)CCC(=O)NCc2ccccc2)cc1
  -2	-3	-4	-1	-8	-1	6	2	0
Fc1ccc(CSc2nc3ncc(Br)cc3[nH]2)cc1
  -3	-8	-4	-1	-7	10	4	-3	1
Cc1cc(C)cc(C(=O)NC(CC(N)=O)c2ccc(N3CCC(N4CCCCC4)CC3)c([N+](=O)[O-])c2)c1 (centres undefined)
  -8	5	3	-2	6	1	4	0	1
Cc1ccc(CCNS(=O)(=O)c2ccc3c(c2)N(C)CCO3)cc1
  -3	-4	-6	13	-20	-1	-2	-6	7
COCCn1c(=O)[nH]c2cc(C(=O)NCC3CCCO3)ccc2c1=O (centres undefined)
  0	6	-9	0	3	18	7	1	0
CC(=O)Nc1ccc(S(=O)(=O)n2cnc3cc(C)c(C)cc32)cc1
  -1	2	-16	-3	6	3	2	-3	0
FC(F)(F)c1cc(-c2ccco2)nc(N2CCN(c3ccccc3)CC2)n1
  -3	-8	-15	-1	0	-1	1	3	1
CCn1c(SCC(=O)Nc2nonc2C)nnc1-c1ccco1
  0	1	-5	-3	-3	13	9	0	1
CCOC(=O)C1(Cc2ccccc2)CCN(Cc2cccc(OC)c2O)CC1
  -5	-6	-8	2	-4	7	6	3	7
CC1CCCC(C)N1S(=O)(=O)c1ccc(S(=O)(=O)NCCc2ccncc2)cc1 (centres undefined)
  -9	17	-7	-3	3	10	-7	2	1
O=C(c1cccs1)N1N=C(c2ccccc2)CC1c1ccccc1 (centres undefined)
  -2	-8	22	6	-6	2	-16	0	0
COc1ccc(NC(=O)CCN2CCCC2)c(OC)c1
  -6	-17	3	11	-12	13	-1	-6	1

Given as comma-separated lines: entries from further up.
Compound,CHRM1 agonist,M4 antag,CHRM1 antagonist,M5 PAM,M5 antag,TAAR1 ag,M1 PAM,CHRM5 agonist,CHRM4 agonist
Cc1ccc(OCc2nnn(CC(=O)NS(=O)(=O)c3c(C)noc3C)c2-c2ccccc2)cc1,-4,1,-4,-3,6,1,4,-1,0
Cc1ccc2nc(N(CCCN(C)C)C(=O)COc3ccc(Cl)cc3)sc2c1,2,16,-7,8,-2,45*,7,1,38*
O=C(CNC(=O)c1cccc(Cl)c1)Nc1ccc(F)c(F)c1F,-7,10,7,-2,14,-1,-4,-2,0
COc1ccc(CCN2CC3=C(C2=O)C(c2ccccc2)NC(=O)N3C)cc1OC (centres undefined),1,11,5,8,-3,8,9,5,0
COc1ccc(NC(=S)Nc2ccc3nc(C)c(C)nc3c2)cc1,-6,17,13,5,3,0,-2,-2,1
COc1ccc(S(=O)(=O)NCCSc2ccccc2)cc1OC,-2,-15,-3,-8,-11,12,2,-4,6
Cc1ccc(S(=O)(=O)CCC(=O)NCc2ccccc2)cc1,-2,-3,-4,-1,-8,-1,6,2,0
Fc1ccc(CSc2nc3ncc(Br)cc3[nH]2)cc1,-3,-8,-4,-1,-7,10,4,-3,1
Cc1cc(C)cc(C(=O)NC(CC(N)=O)c2ccc(N3CCC(N4CCCCC4)CC3)c([N+](=O)[O-])c2)c1 (centres undefined),-8,5,3,-2,6,1,4,0,1
Cc1ccc(CCNS(=O)(=O)c2ccc3c(c2)N(C)CCO3)cc1,-3,-4,-6,13,-20,-1,-2,-6,7
COCCn1c(=O)[nH]c2cc(C(=O)NCC3CCCO3)ccc2c1=O (centres undefined),0,6,-9,0,3,18,7,1,0
CC(=O)Nc1ccc(S(=O)(=O)n2cnc3cc(C)c(C)cc32)cc1,-1,2,-16,-3,6,3,2,-3,0
FC(F)(F)c1cc(-c2ccco2)nc(N2CCN(c3ccccc3)CC2)n1,-3,-8,-15,-1,0,-1,1,3,1
CCn1c(SCC(=O)Nc2nonc2C)nnc1-c1ccco1,0,1,-5,-3,-3,13,9,0,1
CCOC(=O)C1(Cc2ccccc2)CCN(Cc2cccc(OC)c2O)CC1,-5,-6,-8,2,-4,7,6,3,7

An excerpt; count on the stated rates, not on these rows.
